Bioassay records deposited in PubChem by National Center for Advancing Translational Sciences (NCATS).
KDM5B inhibitor: blocks human KDM5B histone demethylase activity; 220,000 compounds, 2.6% hits; AID 1347165; Q9UGL1; KDM5B demethylase, FDH-coupled NADH fluorescence (FDH is formaldehyde dehydrogenase); Potency, µM (titrated, usually from 57.7 µM), inactives show at the top dose activity change, negative = inhibition, usual class: inhibitors; active = well fitted inhibition curve with a large enough effect; inconclusive = small, poorly fitted or top-dose-only effect; inactive = no such curve, though single readings can be large or run the other way; note: 0% is about no effect; nearly all actives have a fitted effect of over 70% in size
Target sequence (Q9UGL1 whole entry, looked up): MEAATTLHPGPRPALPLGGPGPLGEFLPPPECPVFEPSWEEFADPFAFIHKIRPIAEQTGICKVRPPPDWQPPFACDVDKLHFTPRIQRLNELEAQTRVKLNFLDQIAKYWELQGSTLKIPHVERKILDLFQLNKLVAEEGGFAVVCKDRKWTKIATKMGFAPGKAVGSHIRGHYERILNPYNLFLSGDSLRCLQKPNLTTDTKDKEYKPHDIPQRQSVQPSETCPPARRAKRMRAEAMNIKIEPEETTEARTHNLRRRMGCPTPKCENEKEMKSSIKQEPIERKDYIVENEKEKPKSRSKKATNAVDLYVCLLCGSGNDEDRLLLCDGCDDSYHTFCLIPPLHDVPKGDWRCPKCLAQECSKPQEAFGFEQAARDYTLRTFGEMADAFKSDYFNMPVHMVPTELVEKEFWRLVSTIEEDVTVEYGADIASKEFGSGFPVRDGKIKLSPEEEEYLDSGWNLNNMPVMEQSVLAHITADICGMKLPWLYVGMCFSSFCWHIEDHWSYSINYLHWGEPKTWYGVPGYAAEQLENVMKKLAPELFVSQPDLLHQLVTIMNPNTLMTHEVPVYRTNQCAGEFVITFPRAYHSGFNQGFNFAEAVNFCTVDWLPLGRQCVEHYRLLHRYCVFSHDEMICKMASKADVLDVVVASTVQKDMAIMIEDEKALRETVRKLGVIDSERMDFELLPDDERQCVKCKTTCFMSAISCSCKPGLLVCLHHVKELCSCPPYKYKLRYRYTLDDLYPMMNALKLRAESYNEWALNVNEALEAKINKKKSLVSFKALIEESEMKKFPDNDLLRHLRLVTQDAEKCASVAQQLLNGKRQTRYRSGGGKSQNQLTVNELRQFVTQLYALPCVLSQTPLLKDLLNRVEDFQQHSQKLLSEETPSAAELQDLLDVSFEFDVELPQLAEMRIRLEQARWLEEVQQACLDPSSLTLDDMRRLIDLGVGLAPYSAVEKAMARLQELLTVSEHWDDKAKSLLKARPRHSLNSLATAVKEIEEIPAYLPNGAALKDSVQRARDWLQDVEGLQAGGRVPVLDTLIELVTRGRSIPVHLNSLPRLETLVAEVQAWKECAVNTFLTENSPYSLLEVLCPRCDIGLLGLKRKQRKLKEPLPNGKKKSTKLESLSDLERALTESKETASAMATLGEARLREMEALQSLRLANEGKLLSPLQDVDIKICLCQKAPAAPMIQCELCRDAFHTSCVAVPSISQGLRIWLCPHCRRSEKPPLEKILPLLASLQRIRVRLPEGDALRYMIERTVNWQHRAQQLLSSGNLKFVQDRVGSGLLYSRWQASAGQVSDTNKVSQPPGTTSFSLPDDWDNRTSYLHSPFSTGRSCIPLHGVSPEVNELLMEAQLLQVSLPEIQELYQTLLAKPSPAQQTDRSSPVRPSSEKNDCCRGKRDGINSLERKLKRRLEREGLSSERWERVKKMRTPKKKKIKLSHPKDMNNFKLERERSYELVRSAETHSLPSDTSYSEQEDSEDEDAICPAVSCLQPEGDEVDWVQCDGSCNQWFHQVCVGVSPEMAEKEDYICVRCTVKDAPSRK
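Compound dilutions met 200 nM (final) KDM5BΔAP for 10 min at room temperature before substrate addition. The substrate mix held 12.5 µM H3K4me3 with cofactors 25 µM α-ketoglutarate and 50 µM Fe²⁺. NADH signal gain over 30 min defined activity.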
Active calls of the source: *; ? = inconclusive; & = joins results of further samples; [ ] = another dose, or the depositor's remark. Potency is the fitted concentration of half-maximal effect. This is a subset (hit frequency here may not be typical).

SMILES	KDM5B inhibitor
O=C(c1nnc(COc2ccc(F)cc2F)n1-c1ccccc1)N1CCC[C@@H]1c1cccc(F)c1	?
Cc1cc(C)cc(Nc2nc(NCc3ccco3)nc3c2cnn3-c2ccccc2)c1	?
COc1ccc(N2CC(NC(=O)c3cccs3)CC2=O)cc1 (stereo not drawn)	10.6%
O=C(NCc1ccco1)C1COC2(CCN(C(=O)c3cccs3)CC2)N1C(=O)c1ccccc1 (stereo not drawn)	?
CSc1cccc(NC(=O)CCc2ncc(-c3ccc(F)cc3F)o2)c1	-16.9%
Cc1cccc(C(=O)N2CCC(c3n[nH]c(=O)n3Cc3ccc(F)cc3)CC2)c1	-3.9%
CC(C)Nc1cc(N2CCN(Cc3ccccc3F)C(CCO)C2)ncn1 (stereo not drawn)	2.9%
CCc1ccc(NC(=O)Cc2nc(-c3cc(C)n(-c4cc(C)on4)c3C)cs2)cc1	3.5%
O=C1NCCOCCCN(C(=O)Nc2ccc3c(c2)OCCO3)[C@H]2CCCC[C@@H]12	3.3%
COCCNC(=O)c1ccc2c(=O)n(CCc3ccccc3)c(SCC(=O)CC(=O)OC)nc2c1	-11.0%
COC(=O)CCn1c(SC(C)C(=O)c2ccc(Br)cc2)nc2ccccc2c1=O (stereo not drawn)	-5.2%
NC(=O)[C@@H]1CCCN1CC[C@H]1CN(C(=O)C2CCCC2)CC[C@H]1CC(=O)O	4.8%[86.2 µM]
CCCCn1cc(S(=O)(=O)c2ccc(Cl)cc2)c(=O)c2cc(F)c(N3CCCC(C)C3)cc21 (stereo not drawn)	-16.6%
COc1ccc(CCN2Cc3cc(NC(=O)Cc4cccs4)ccc3OCC2=O)cc1	-7.7%
O=C(/C=C/c1ccccc1)Nc1cccnc1Oc1ccccc1F	?
CC(C)c1nc2c(c(-c3ccc(O)cc3)n1)CN(C(=O)c1ccccc1Cl)CC2	34.2%
CC(C)(C)CC(=O)N[C@H]1C[C@@H](Cc2cc(COc3ccccc3)on2)C1(C)C	-21.4%[86.2 µM]
O=C(NCc1ccccc1Cl)C(=O)NCC(c1cccs1)S(=O)(=O)c1ccccc1 (stereo not drawn)	-11.5%
CN(CC1CCOCC1)C(=O)CCc1ccccc1	13.6%
Cc1c(Nc2nc3ccc(Cl)cc3n3cnnc23)cccc1[N+](=O)[O-]	21.2%
CNC(=S)NNC(=O)c1cccc(C)c1	-2.0%
O=C(Nc1ccc2ncnc(N3CCCCC3)c2c1)c1ccccc1Cl	-3.2%
N#Cc1ccc(C(=O)N2CC(C(=O)NCCc3ccncc3)C3(CCOCC3)C2)cc1 (stereo not drawn)	-12.7%
CCOC(=O)c1cccc(NC(=O)c2cc3c(=O)n(Cc4ccccc4)ccc3nc2C)c1	?
COc1ccc(C(=O)N2CCC(n3cc(-c4nc(C(C)C)no4)nn3)C2)cc1OC (stereo not drawn)	19.6%
CCCCC(=O)Nc1cc(C(=O)OCc2cc(=O)n3oc(C)cc3n2)ccc1OC	14.1%
Cn1cnc(C(=O)N2CCC(Cc3ccc(C(=O)N4CCOCC4)cc3)CC2)c1	6.8%
Cc1noc2c(NCc3cccnc3)cc(-c3ccc(Cl)cc3)nc12	-17.8%[86.2 µM]
COc1ccc(CNC(=O)CSCc2nc(-c3ccccc3C)oc2C)cc1	16.1%
Cc1ccc(N(C(=O)c2snc(C(N)=O)c2N)C(C(=O)NCC2CCCO2)c2ccc3ncccc3c2)cc1 (stereo not drawn)	?
CCOc1ccccc1N(CC(=O)NC1CC1)S(C)(=O)=O	19.3%
Cc1ccc(-c2n[nH]c(=O)c3ccccc23)cc1NC(=O)N[C@@H](C)C(=O)O	18.4%
O=C1c2cnc(-c3cccc(CO)c3)nc2OCCN1c1ccccc1	-14.9%[86.2 µM]
COc1cccc(C(C)N(C)Cc2nc(Cc3cccc(F)c3)no2)c1 (stereo not drawn)	-16.9%
O=C(O)C1CCN(/C=C/C(=O)C(F)(F)F)CC1	-17.9%
COc1ccc(CNC(=O)C2CCN(c3nc4ccccc4[nH]3)CC2)c(OC)c1	?
CCS(=O)(=O)N1CCc2cc(C(=O)NCCc3ccc(OC)c(OC)c3)ccc21	-11.4%
COCC(=O)N[C@@H]1CN(Cc2cnn(C)c2C)C[C@H]1CO	?
Cc1oc2ccc(NS(=O)(=O)c3ccccc3)cc2c1C(=O)O	17.7%
COc1ccc(-c2nc(C)nc3c2CN(Cc2ccc(NC(C)=O)cc2)CC3)cc1	22.4µM*
Cc1cc2c(cc1C)NC(CC(=O)Nc1ccccc1)C(=O)N2 (stereo not drawn)	?
O=C(O)C[C@@H]1CCN(C(=O)c2cccs2)C[C@@H]1CCN1CCN(c2cccc(C(F)(F)F)c2)CC1	0.3%
CCCCCn1c(=O)[nH]c2cc(C(=O)NCc3ccc(Cl)cc3)ccc2c1=O	2.4%
COc1ccccc1OCc1nc2c3c(ncn2n1)Oc1cc(O)ccc1C3c1ccccc1 (stereo not drawn)	-16.0%&-28.1%
CC(=O)Nc1ccc(CN2C(=O)OC3(CCN(C(=O)C(C)C)CC3)C2(C)c2ccccc2)cc1 (stereo not drawn)	-11.6%
O=C(c1ccc(-c2ccccc2)cc1)N(Cc1ccco1)C1CC1	-2.7%
COc1ccc(Br)cc1C1C(C(=O)Nc2ccc(C)cc2C)=C(C)Nc2ncnn21 (stereo not drawn)	-7.0%
Fc1ccc(CNc2cc(-c3ccccc3)nc3nncn23)cc1	?

An excerpt from further up:
SMILES	KDM5B inhibitor
COc1ccc(Br)cc1C1C(C(=O)Nc2ccc(C)cc2C)=C(C)Nc2ncnn21 (stereo not drawn)	-7.0%
Fc1ccc(CNc2cc(-c3ccccc3)nc3nncn23)cc1	?

(next part)
SMILES	KDM5B inhibitor
CC1=NS(=O)(=O)NC(C)=C1CCC(=O)Nc1ccc(C(C)C)cc1	10.7%
Cc1ccc2c(c1)C(=O)OC(C(=O)Nc1ccccc1C(=O)O)C2 (stereo not drawn)	-3.1%
CC1(C)Cc2cccc(C(=O)NCc3ccco3)c2O1	?
CCOc1cc(C(=O)O)ccc1OCCOc1ccccc1Cl	12.2%
CCOc1ccc(N2C(=O)c3[nH]nc(-c4ccc(OC)cc4)c3C2c2cccs2)cc1 (stereo not drawn)	?
COC(=O)c1cc2oc(C)cc2n1Cc1ccc(Cl)cc1	-55.6%
O=C(O)CCc1cc2n(n1)CCN(C(=O)Cc1ccncc1)C2	?
CC(C)N1C(=O)C2(CCCC2)C1C(=O)N1CCC(N2CCCCC2)CC1 (stereo not drawn)	-3.6%
COc1ccc(C2CCCCCN2C(=O)Cn2cnc3ccc(F)cc3c2=O)cc1 (stereo not drawn)	-8.7%
CCc1ccc(-n2c3nc(=O)[nH]c(=O)c-3cc3c(C)nn(-c4ccccc4)c32)cc1	8.1%
COc1ccc(C(=O)N[C@H]2[C@H](O)[C@H](O)C[C@@H]2c2ccc(N3CCOCC3)nc2)cc1OC	?
O=c1[nH]c(C2CCN(CC3CCCCC3)CC2)nn1Cc1ccccc1	-15.5%
Cc1ccc(C)c(CN2C(=O)NC3(CCCN(C(=O)c4ccc(C)c(F)c4)C3)C2=O)c1 (stereo not drawn)	9.0%
CN1CC2(CCCN(C(=O)CCc3ccccc3Cl)CC2)OC1=O (stereo not drawn)	13.8%
O=C(c1cccnc1)N1C[C@@H]2OCC(=O)N(CC3CC3)[C@@H]2C1	4.2%[86.2 µM]
CN(Cc1ccc2ccccc2c1)C(=O)c1cc2ccccc2oc1=O	-0.2%
Fc1cccc(CSc2nnc(-c3ccccc3F)n2C2CC2)c1	13.3%
C#CCNC(=O)C1CCc2nnc(-c3ccccc3OC)n21 (stereo not drawn)	-20.3%[149 µM]
Cc1ccc(C)c(NC(=O)Cn2cnc3c(oc4ccccc43)c2=O)c1	2.8%
COC(=O)[C@@H]1Cc2ncn(C)c2CN1C(=O)c1ccc(F)cc1	?
Cc1ccn(CCC(=O)N[C@@H]2COCC[C@@H]2Oc2cccc(F)c2)n1	-24.0%
COC(=O)C1CCN(S(=O)(=O)NCc2ccnc(Oc3ccc(OC)cc3)c2)CC1	28.1%
COc1ccc(C2CC(=O)Nc3c2c(C)nn3-c2ccc(C)cc2)cc1OC (stereo not drawn)	-6.3%
COc1ccc(OCCN(C)c2nc(-c3cccnc3)nc3ccccc23)cc1	-15.4%

Structural class, the compounds so far with a furan ring, fused or not.
SMILES	KDM5B inhibitor
Cc1cc(C)cc(Nc2nc(NCc3ccco3)nc3c2cnn3-c2ccccc2)c1	?
O=C(NCc1ccco1)C1COC2(CCN(C(=O)c3cccs3)CC2)N1C(=O)c1ccccc1 (stereo not drawn)	?
Cc1oc2ccc(NS(=O)(=O)c3ccccc3)cc2c1C(=O)O	17.7%
O=C(c1ccc(-c2ccccc2)cc1)N(Cc1ccco1)C1CC1	-2.7%
CC1(C)Cc2cccc(C(=O)NCc3ccco3)c2O1	?
COC(=O)c1cc2oc(C)cc2n1Cc1ccc(Cl)cc1	-55.6%
Cc1ccc(C)c(NC(=O)Cn2cnc3c(oc4ccccc43)c2=O)c1	2.8%

Continuation:
SMILES	KDM5B inhibitor
CCCS(=O)(=O)N1CCCN(c2ccc(=O)n(-c3ccc(C)c(C)c3)n2)CC1	-25.9%
c1ccc(-c2csc3ncnc(NCc4ccccn4)c23)cc1	-5.7%
COc1ncc(-c2nc(-c3c(C)noc3C)cc3c2cc(C)n3CCN(C)C)cn1	?
CC(=O)c1ccc(NC(=O)Nc2ccc3snnc3c2)cc1	-25.5%
N#CCOc1ccc2c(=O)c(-c3ccccc3)c(C(F)(F)F)oc2c1	-18.2%
COC(=O)c1c(NC(=O)c2ccc(S(=O)(=O)N3CCCCC3C)cc2)sc2c1CCN(C(C)C)C2 (stereo not drawn)	?
COc1cccc(CN2C(=O)CCC2(C)C(=O)NCCc2ccc(OC)c(OC)c2)c1 (stereo not drawn)	6.0%
Cc1ccccc1NC(=O)CSc1nc(N2CCCC2)c2c(c1C#N)CCCC2	17.0%
COc1ccc(N2CCN(CC(O)COc3ccc(C)c(C)c3)CC2)cc1 (stereo not drawn)	-12.0%&-14.0%
COCCn1c(-n2nc(C)c(C)c2C)nc2c1c(=O)n(CC(=O)C(C)(C)C)c(=O)n2C	18.8%
Cc1ccc(C(C)C)c(OCC(=O)Nc2ccc(N3CCN(C(=O)c4ccco4)CC3)cc2)c1	-10.1%
COc1cccc(N2C(=O)C(CC(=O)Nc3ccc(Cl)cc3)N(Cc3ccc4c(c3)OCO4)C2=O)c1 (stereo not drawn)	-22.8%
COc1ccc(C(=O)N2CCC3(CC2)OC(=O)N(Cc2ccc(NC(C)=O)cc2)C3(C)c2ccccc2)cn1 (stereo not drawn)	0.3%
Cc1ccc2[nH]c(CSc3nnc(NC(=O)COc4ccccc4F)s3)cc(=O)c2c1	-33.0%
CN(C)CCNC(=O)C1CC(=O)N(c2n[nH]c3ccccc23)C1 (stereo not drawn)	125.7%[activator]
O=S(=O)(c1ccc(F)cc1)N1CCCC(Cn2c(C3CC3)nc3cccnc32)C1 (stereo not drawn)	-15.5%
CCC(C)NC(=O)NCC12CC3CC(CC(C3)C1)C2 (stereo not drawn)	16.4%
CC1C(=O)N2CCCc3cc(S(=O)(=O)N4CCc5ccccc54)cc1c32 (stereo not drawn)	10.5%
CN(Cc1ccc(F)cc1)c1ccc2ncc(Nc3ccc(CCO)cc3)n2n1	-5.3%[86.2 µM]
CCOC(=O)C1C(=O)C=C(c2ccc(F)cc2)CC1c1cccc(F)c1 (stereo not drawn)	3.7%
N#Cc1cccc(C(=O)N2CCN(C(=O)c3nnn4c3COC(c3ccccc3)C4)CC2)c1 (stereo not drawn)	-17.9%
O=C(Nc1cccc2cccnc12)c1ccc(Cl)cc1Cl	13.4%
Cc1ccc(-c2cc(C(=O)N3CCN(c4ccccc4)CC3)c3ccccc3n2)cc1C	?
C/C=C/Cn1c(N2CCN(C)CC2)nc2c1c(=O)[nH]c(=O)n2C	-4.4%
O[C@H]1[C@H](NCc2ccncc2)[C@H]2CO[C@H](O2)[C@@H]1N1CCC(Cc2ccccc2)CC1	?
COc1cc(NC(=O)CCc2c(C)nc3nc(-c4cc(OC)cc(OC)c4)nn3c2C)cc(OC)c1	?
O=C([C@H]1O[C@H](CCN2CCN(Cc3ccccc3)CC2)CC[C@@H]1O)N1CCN(c2ccc(F)cc2)CC1	1.3%
CN1C(=O)C2(c3ccccc31)N(c1cccc(C(F)(F)F)c1)C(=O)CS2(=O)=O (stereo not drawn)	-8.8%
COC(=O)[C@@H](C)NC(=O)[C@H]1CN(S(=O)(=O)c2ccccc2)CCN1C(C)=O	26.0%[86.2 µM]
Cc1ccc(NC(=O)N(C)Cc2nc(-c3ccccc3C)oc2C)cc1F	-1.3%
COc1ccccc1CC(=O)NCc1nnc2cc(-c3nc(C4CC4)no3)ccn12	?
COCCNc1nc2c(S(=O)(=O)c3cc(C)ccc3C)nnn2c2ccccc12	79.4µM*
COc1ccc2[nH]c3c(c2c1)CCNC31CCN(C(=O)Cc2cccnc2)CC1	?
CCOC(=O)c1cc(Cl)c(C(=O)OCC)cc1Cl	9.5%
CCOc1ccc(NS(=O)(=O)c2ccc(C(=O)NC3CCN(S(C)(=O)=O)CC3)cc2)cc1	9.3%
Cc1cc(C(=O)OCc2cccnc2)c2ccccc2n1	?
O=C(Cn1nc2c(cc1=O)CCCC2)NCc1cccc(Cl)c1	14.1%
COc1ccc(-c2onc(C)c2C)cc1S(=O)(=O)Nc1cccc(C#N)c1	-2.8%
C=C(C)Cn1c(=O)c2c(nc(-n3nc(C)c(C)c3C)n2CCC)n(C)c1=O	14.7%
CCC(=O)Nc1ccccc1-c1nc2ccccc2n(CC(=O)Nc2ccc(NC(C)=O)cc2)c1=O	16.5%
COc1cccc(CC(=O)Nc2ccc3nc(N4CCC(C)CC4)cc(C)c3c2)c1	?
CNC(=O)c1ccc(/C=C/C(=O)c2ccccc2C)cc1	?
